From PubChem
bIAP activator = bovine intestinal alkaline phosphatase activators, primary screen, biochemical, bovine IAP, CDP-star luminescence; alkaline phosphatase, intestinal [Bos taurus]; purified bovine IAP, 30 min; stronger effect = higher value; fold of DMSO-control signal, blank-subtracted; activation factor at 20 µM; AID 1016, 2008; 0.17% of 200,000 active;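 active means activation factor of 2 or more at 20 µM, a signal rise over negative controls twice the positive control's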
TNAP act hi DEA = TNAP activators at high phosphate acceptor level, primary screen, biochemical, luminescence, uHTS; activation factor at 20 µM; Alkaline phosphatase, tissue-nonspecific isozyme (Homo sapiens), P05186; purified TNAP, CDP-star luminescence, 1 M DEA, 30 min; stronger effect = higher value; 0 = EDTA background, 1 = DMSO-only activity; AID 1136, 2008; 200,000 tested, under 10 active;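 active means activation factor at least 2 at 20 µM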
Target sequence (P05186 whole entry, looked up): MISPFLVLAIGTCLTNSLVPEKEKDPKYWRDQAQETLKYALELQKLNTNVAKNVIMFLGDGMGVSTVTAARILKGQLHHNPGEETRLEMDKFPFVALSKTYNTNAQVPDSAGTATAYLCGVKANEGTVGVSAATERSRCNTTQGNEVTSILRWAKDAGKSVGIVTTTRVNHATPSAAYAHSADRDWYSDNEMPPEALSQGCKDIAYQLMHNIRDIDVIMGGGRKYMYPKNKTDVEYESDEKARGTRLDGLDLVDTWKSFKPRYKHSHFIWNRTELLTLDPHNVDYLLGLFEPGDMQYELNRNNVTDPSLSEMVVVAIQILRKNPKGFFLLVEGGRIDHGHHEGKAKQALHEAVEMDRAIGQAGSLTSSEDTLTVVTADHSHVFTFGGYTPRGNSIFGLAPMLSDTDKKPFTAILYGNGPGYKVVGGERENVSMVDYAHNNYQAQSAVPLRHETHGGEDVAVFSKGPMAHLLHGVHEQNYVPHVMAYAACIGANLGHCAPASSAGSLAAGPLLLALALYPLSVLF
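Test system – human TNAP · Doses – 20 µM single point · Incubation – 30 min, room temperature · Signal – luminescent substrate turnover signal · Read-out basis – activation factor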
STAT3 inh = IL-6 driven STAT3 reporter inhibitors, primary screen, U3A cells, luciferase, luminescence, MLSCN library; IL-6 STAT3-luciferase reporter; host cell line lacks STAT1; inhibition, % at 5.5 µM; 0.89% of 190,000 active;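 active means inhibition above the mean inhibition across all screened compounds plus 3 SD, cut at about 44% in these data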;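 further: 0% = DMSO only wells and 100% = 100 µM nifuroxazide control wells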
PPARg SRC-1 ag = PPARgamma agonists recruiting SRC-1 coactivator, primary screen, biochemical. Peroxisome proliferator-activated receptor gamma (Homo sapiens), P37231. PPARgamma-SRC-1 coactivator recruitment biochemical assay. activation, % at 8 µM. 0.41% of 200,000 active. AID 631, 2007; in the data active means activation above about 19%;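 further: 0% = DMSO and 100% = reference agonist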
ROMK mod = ROMK potassium channel modulators, primary screen, cell-based, thallium flux, MLSMR library. ATP-sensitive inward rectifier potassium channel 1 (Homo sapiens), P48048. Tet-inducible ROMK, thallium flux fluorescence; actives lie on both sides. B-score at 10 µM. 2% of 130,000 active;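 active means signal ratio slope over the read window, or its plate-corrected B-score, at least 3 SD from the plate mean, either direction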;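 further: B-score of the F/F0 ratio slope over 7 to 12 s after thallium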
Target sequence (P48048 whole entry, looked up): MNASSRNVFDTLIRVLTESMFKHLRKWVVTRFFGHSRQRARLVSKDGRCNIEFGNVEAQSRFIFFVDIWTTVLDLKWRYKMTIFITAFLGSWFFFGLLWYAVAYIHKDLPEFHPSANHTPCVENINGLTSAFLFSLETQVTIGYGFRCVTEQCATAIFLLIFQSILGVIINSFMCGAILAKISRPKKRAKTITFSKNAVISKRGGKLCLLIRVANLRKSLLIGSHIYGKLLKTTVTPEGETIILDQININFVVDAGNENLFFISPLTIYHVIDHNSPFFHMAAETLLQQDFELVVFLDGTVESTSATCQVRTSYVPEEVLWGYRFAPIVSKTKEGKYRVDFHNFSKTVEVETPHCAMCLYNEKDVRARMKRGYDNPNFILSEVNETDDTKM
PPARg SRC2 recr = agonists of PPARg-SRC-2 recruitment, primary screen, biochemical, HTS; 0.34% of 200,000 active; PPARgamma LBD-SRC-2 recruitment; activation, % at 8 µM; Peroxisome proliferator-activated receptor gamma (Homo sapiens), P37231; in the data active means activation above about 22%;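 further: 0% = vehicle and 100% = reference agonist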
PPARg SRC3 recr = PPARgamma agonists recruiting SRC-3 coactivator, primary screen, biochemical; Peroxisome proliferator-activated receptor gamma (Homo sapiens), P37231; biochemical PPARgamma/SRC-3 coactivator recruitment assay; activation, % at 8 µM; 0.26% of 200,000 active; AID 731, 2007; in the data active means activation above about 23%;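 further: 0% = DMSO and 100% = reference agonist; some compounds past the cut are filed as inactive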
STAT3 activator = IL-6 driven STAT3 reporter potentiators, primary screen, U3A cells, luciferase, luminescence, MLSCN library. IL-6 STAT3-luciferase reporter; 100% = signal with IL-6 EC80 alone. activation (% of control), % at 5.6 µM. 0.91% of 190,000 active;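 active means activation above the screen-wide mean of compound activation plus 3 SD, cut at about 130% in these data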;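 further: 0% = background luminescence of wells with medium and substrate only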
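Material: human U3A cells carrying STAT3-luciferase construct. Measured by: reporter luminescence signal. Timing: compound 1 h, then IL-6 6 h at 37 °C.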
STAT1 blocker = STAT1 signaling inhibitors, primary screen, cell-based, HTS, luciferase reporter. NIH 3T3 STAT1-luciferase reporter, IFN-gamma, luminescence. inhibition, % at 5.5 µM. 0.35% of 200,000 active. AID 920, 2007;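 active means inhibition above a set limit, the mean inhibition across all tested compounds plus 3 SD, cut at about 34% in these data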;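 further: 0% = IFN-gamma with DMSO and 100% = IFN-gamma with 300 µM nifuroxazide; values of inactives mirror those of a sister screen read the other way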
bIAP inhibitor = bovine intestinal alkaline phosphatase inhibitors, primary screen, selectivity assay for TNAP inhibitor project, biochemical, bovine IAP, CDP-star luminescence | inhibition, % at 20 µM | 190,000 tested, under 10 active | AID 1019, 2008 | purified bovine IAP, 30 min;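 active means over 50% inhibition of intestinal alkaline phosphatase at 20 µM in the single-dose screen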
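Assay system – bovine IAP enzyme · Quantity – bovine IAP at 1/65,000,000 final dilution · Detection – CDP-star luminescence signal · Times – 30 min reaction at room temperature · Also added – CDP-star substrate at 30 µM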
SRC2 TRFRET art = TR-FRET signal artefacts, primary screen, artefact control for PPARgamma SRC-2 agonist project, biochemical. 0.4% of 200,000 active. TR-FRET ratio at 8 µM. TR-FRET artefact counter-screen; stronger effect = higher value. AID 1049, 2008; in the data active means TR-FRET ratio above about 2000; further: inactives centre near 1500
* hit, by the source's call; / = no result given.

SMILES	bIAP activator	TNAP act hi DEA	STAT3 inh	PPARg SRC-1 ag	ROMK mod	PPARg SRC2 recr	PPARg SRC3 recr	STAT3 activator	STAT1 blocker	bIAP inhibitor	SRC2 TRFRET art
COC(=O)C1=C(NC(=O)C2CCCCC2)CCS1	0.7	1	-1	-4	-0.44	0	-1	100	1	31	1335
Cc1onc(-c2ccccc2)c1C(=O)Nc1cc(C(F)(F)F)ccc1N1CCOCC1	1	1.1	-5	-4	/	-8	4	109	7	1	1447
O=C(CNC(=O)c1ccccc1)NC1(C(=O)NC2CCCC2)CCCCC1	1	1	8	10	0.68	-1	-6	96	-5	2	1613
CC1=C(C(N)=O)C(c2ccccc2)n2nc(-c3ccncc3)nc2N1 (stereo unspecified)	1.1	1	2	1	/	-2	5	102	2	-12	1558
CCC(CC)c1nnc(NC(=O)c2cccc(S(=O)(=O)N3CCc4ccccc43)c2)s1	0.9	1	-9	5	/	13	6	108	2	7	1601
Cc1ccc(C)c(Oc2ncnc(N)c2[N+](=O)[O-])c1	1	1	3	0	/	0	4	96	-2	4	1356
CN(C(=O)C(Cl)Cl)c1ccc(OC(=O)c2ccco2)cc1	0.9	1.1	6	9	/	10	0	97	11	9	1470
O=C(C(=O)N1CCN(c2ccc(F)cc2)CC1)c1c[nH]c2ccccc12	1.1	1	19	-4	0.36	2	2	87	0	-10	1418
CC(NC(=O)Cn1ccsc1=N)C12CC3CC(CC(C3)C1)C2 (stereo unspecified)	1.2	1.1	-5	1	/	-2	-3	113	0	-16	1505
O=C(c1cccs1)N(Cc1nc2sc3c(c2c(=O)[nH]1)CCCC3)C1CCCC1	1.1	1.1	-2	-3	/	-10	-18	105	4	-6	1454
CCN1C(=O)/C(=C/c2nc3ccccc3c(=O)n2-c2ccccc2)c2ccccc21	0.9	1	8	0	/	6	-1	99	-3	13	1523
O=[N+]([O-])c1cc(S(=O)(=O)N2CCOCC2)ccc1N1CCCC1	1.2	1	4	-6	-0.69	3	-5	101	-3	-22	1550
O=c1/c(=C/c2cccc3ccccc23)sc2ncnn12	1	1	9	4	-0.53	1	4	96	7	0	1475
Fc1ccc(CSc2ncnc3ccccc23)cc1	0.8	1	20	1	-0.14	6	4	87	-20	18	1383
COc1ccc(CNc2ccc(-c3ccc(OC)cc3)nn2)cc1	0.9	1.1	8	5	-0.6	3	16	96	-7	14	1599
COc1cc(CN2CCN(CCc3ccccc3)C(CCO)C2)cc(OC)c1 (stereo unspecified)	0.9	1.1	13	9	0.54	9	4	93	1	7	1618
COc1cccc(CNC(=O)CCNS(=O)(=O)c2cccs2)c1	0.9	1	-5	7	1.6	-1	-4	108	-6	10	1567
CCOC(=O)C1=C(C)N=C2SC(C)C(=O)N2C1c1ccc(OC(C)=O)c(OC)c1 (stereo unspecified)	0.9	1	-3	1	0.16	-3	6	104	1	7	1436
CCCN1C(=O)S/C(=C\c2ccc(N3CCOCC3)cc2C)C1=O	1	0.9	4	-4	-0.52	1	-3	103	-21	3	1637
COc1ccccc1Oc1nc(C)c(C(C)=O)cc1C#N	1.1	1	9	10	/	2	2	95	0	-6	1605
CC(C)(C)OC(=O)N/N=C\c1ccc[nH]1	1	0.9	2	11	0.3	5	4	100	-17	4	1658
CN(C)S(=O)(=O)Oc1cccc(C(=O)Nc2ccc(Cl)c(Cl)c2)c1	0.9	1	21	0	/	1	2	83	-41	8	1451
CN(C)c1ccc(/C=N/n2c(COc3ccccc3)n[nH]c2=S)cc1	1	0.9	5	0	1.1	-7	3	98	2	2	1528
C=CCNC(=O)C1CC(c2cccc(OC)c2)=NO1 (stereo unspecified)	0.9	1.1	-10	3	0.78	7	-13	111	0	9	1518
COc1ccc(N2CSC3=C(C#N)C(c4ccc(OC)c(OC)c4)CC(=O)N3C2)c(OC)c1 (stereo unspecified)	0.9	1	18	14	/	4	13	92	8	12	1727
COc1cc(NC(=O)CSc2c3c(nc4ccccc24)CCC3)cc(OC)c1OC	0.9	1	-2	1	/	0	1	101	11	9	1602
COc1ccccc1NC(=O)C(C)NS(=O)(=O)c1ccccc1 (stereo unspecified)	0.9	1	1	6	/	9	8	102	1	7	1571
CSc1nc2c(c(=O)[nH]1)C(c1cccc(Br)c1)CC(=O)N2 (stereo unspecified)	0.9	1.1	12	8	0.61	10	1	94	15	8	1712
CCc1cccc(NC(=O)Nc2cccs2)c1	0.9	0.9	1	4	/	13	6	103	-36	12	1702
O=C(c1cccnc1)N1CCC(c2nc3ccccc3[nH]2)CC1	1	1.1	0	6	/	-3	4	106	0	4	1442
Cn1c(=O)n(C)c2cc(S(=O)(=O)Nc3ccccc3O)ccc21	0.9	1	16	3	-0.79	2	7	87	2	6	1552
COc1ccc2c(c1)N(C(=O)CSc1n[nH]c(C)n1)C(C)(C)C=C2C	1.2	1	11	12	/	-2	2	95	7	-20	1497
CCC(C)(NC(=O)c1cccc(N2C(=O)CSC2c2ccccc2)c1)C(=O)Nc1ccccc1C (stereo unspecified)	1.1	1	7	5	/	3	12	99	8	-6	1777
CCOc1cc(/C=N/NC(=O)Cn2nc([N+](=O)[O-])cc2C)ccc1OCc1ccc(F)cc1	0.9	1	6	2	/	-1	-12	98	-1	9	1517
Cc1ccc(-c2n[nH]c(=O)c3ccccc23)cc1S(=O)(=O)N(C)CCO	1	1	13	7	/	7	4	90	0	3	1601
COc1ccc(N2CCN(C(=S)NC(C)c3ccccc3)CC2)cc1 (stereo unspecified)	1.2	1	7	2	0.55	6	1	105	4	-16	1441
COc1cc(OC)cc(C(=O)N2CCC(N3CCN(c4ccccc4OC)CC3)CC2)c1	1	1	16	1	-0.0041	-5	1	89	1	4	1282
CC(C)(C)NC(=O)COC(=O)/C=C/c1ccc(F)cc1	0.9	1	5	-1	/	-2	0	94	1	6	1571
COc1cccc(NC(=O)CSc2nc3n[nH]c(C)c3c(=N)n2-c2cccc(OC)c2)c1	1	1	20	8	-0.56	8	10	87	1	-1	1633
CC(C)(C)c1cc(Br)c(O)c(N=Nc2ccc(S(=O)(=O)N3CCOCC3)cc2)c1	1	0.7	-8	7	0.8	0	3	113	3	1	1714
CCn1c(-c2ccncc2)n[nH]c1=S	1	1	6	5	0.87	-1	0	103	6	-4	1525
CCn1c(SCC(=O)Nc2cc(F)ccc2C)nnc1-c1ccccc1O	0.9	1	5	6	/	6	-8	98	4	12	1491
CC(=O)/C=C/c1ccccc1O	1	1	6	7	1	10	5	96	18	4	1532
O=C(c1cn(-c2ccccc2)nc1-c1ccccc1)N1CCOCC1	1.1	1	1	0	0.18	-3	-2	104	6	-7	1417
CCc1cccc(NC(=O)CSc2nc3c(c(=O)[nH]2)CCCC3)c1	1	1.1	11	7	-0.32	7	-4	94	7	4	1770
Cc1noc(C)c1S(=O)(=O)N1CCCC(C(=O)NCCC2=CCCCC2)C1 (stereo unspecified)	1	1.1	5	-1	/	-9	-6	104	1	2	1635
C[C@H](CO)NC(=O)[C@@H]1C[C@H]1[C@@H](NP(=O)(c1ccccc1)c1ccccc1)c1ccccc1	0.9	1	0	4	0.62	0	2	98	6	13	1519
O=C(COC(=O)CCC1CCCC1)Nc1ccccc1OC(F)F	0.9	1	-3	5	-0.099	6	0	104	-7	7	1634
CN(C)S(=O)(=O)c1ccc2c(c1)C(CC(=O)O)NC2=O (stereo unspecified)	1	1.1	-2	4	/	6	2	105	-10	0	1511
COc1ccc(-c2nnc(Sc3nc4ccccc4o3)c3ccccc23)cc1	1	1	12	-1	0.024	6	-1	96	-3	3	1523
Cc1cc(C)cc(-n2c(SCC(=O)NCc3ccco3)nc3ccccc3c2=O)c1	0.9	1.1	16	-3	0.0051	10	3	90	3	13	1564
COC(=O)c1cc(C(=O)N2CCN(c3cccc(Cl)c3)CC2)cc([N+](=O)[O-])c1	1.1	1.1	4	5	3.7*	-2	3	99	7	-10	1390
CC(=O)/C(C[N+]1(C)CCCCC1)=N\O	0.9	1	2	-3	/	13	3	102	11	7	1739
O=C(Nc1ccccc1)N(C1=NCCCCS1)c1ccccc1	0.9	1	13	0	/	0	-11	97	-5	12	1598
N#C/C(=C/c1ccc(Br)s1)C(=O)NCCc1c[nH]c2ccccc12	0.9	1	-31	7	/	-2	6	121	7	7	1455
COCCN1Cc2cccc(C(=O)Nc3c(C)cc(C)cc3C)c2C1=O	1	1	8	-1	-1	-4	-9	98	3	2	1330
COc1ccc(NC(=O)c2ccc3c(=O)n(-c4ccc(OC)cc4OC)c(=S)[nH]c3c2)cc1	1	1	10	-2	-0.042	5	1	99	10	4	1461
Nc1nnc(SCC(=O)OCC(=O)Nc2ccccc2)s1	1	1.1	-5	10	0.17	-2	0	109	-5	-4	1392
COc1ccc2sc(C)nc2c1NC(C)=O	1	1.1	19	3	0.69	6	-3	88	6	3	1581
Fc1cccc(F)c1-n1c(CN2CCCCC2)csc1=S	0.7	1.1	9	0	0.18	5	4	98	12	32	1705
CCN1CCCC1CNC(=O)C(=O)NC(C)c1ccccc1 (stereo unspecified)	1.1	1	5	-7	-0.14	-4	-3	98	-13	-14	1420
CCOC(=O)c1ccc(NC(=S)NCCc2ccccc2F)cc1	0.9	1.1	24	-2	0.28	0	2	84	4	12	1425

One compound at a time (already shown). Values in the order: bIAP activator, TNAP act hi DEA, STAT3 inh, PPARg SRC-1 ag, ROMK mod, PPARg SRC2 recr, PPARg SRC3 recr, STAT3 activator, STAT1 blocker, bIAP inhibitor, SRC2 TRFRET art
`Fc1cccc(F)c1-n1c(CN2CCCCC2)csc1=S` reads 0.7, 1.1, 9, 0, 0.18, 5, 4, 98, 12, 32, 1705
`CN(C)S(=O)(=O)c1ccc2c(c1)C(CC(=O)O)NC2=O` (stereo unspecified) reads 1, 1.1, -2, 4, /, 6, 2, 105, -10, 0, 1511
`O=C(COC(=O)CCC1CCCC1)Nc1ccccc1OC(F)F` reads 0.9, 1, -3, 5, -0.099, 6, 0, 104, -7, 7, 1634
`C[C@H](CO)NC(=O)[C@@H]1C[C@H]1[C@@H](NP(=O)(c1ccccc1)c1ccccc1)c1ccccc1` reads 0.9, 1, 0, 4, 0.62, 0, 2, 98, 6, 13, 1519
